ASM inhibitor: blocks human secretory acid sphingomyelinase. placental ASM, HMU-PC fluorogenic substrate, 60 min. AID 504937. 340,000 tested, 0.006% active. Potency, µM (series often up to 57.5 µM), for the others: at the top dose activity change, negative = inhibition, hits mostly inhibitors; further: potency means the concentration at half of the fitted maximal effect
Target sequence (P17405 47-631 limits assumed): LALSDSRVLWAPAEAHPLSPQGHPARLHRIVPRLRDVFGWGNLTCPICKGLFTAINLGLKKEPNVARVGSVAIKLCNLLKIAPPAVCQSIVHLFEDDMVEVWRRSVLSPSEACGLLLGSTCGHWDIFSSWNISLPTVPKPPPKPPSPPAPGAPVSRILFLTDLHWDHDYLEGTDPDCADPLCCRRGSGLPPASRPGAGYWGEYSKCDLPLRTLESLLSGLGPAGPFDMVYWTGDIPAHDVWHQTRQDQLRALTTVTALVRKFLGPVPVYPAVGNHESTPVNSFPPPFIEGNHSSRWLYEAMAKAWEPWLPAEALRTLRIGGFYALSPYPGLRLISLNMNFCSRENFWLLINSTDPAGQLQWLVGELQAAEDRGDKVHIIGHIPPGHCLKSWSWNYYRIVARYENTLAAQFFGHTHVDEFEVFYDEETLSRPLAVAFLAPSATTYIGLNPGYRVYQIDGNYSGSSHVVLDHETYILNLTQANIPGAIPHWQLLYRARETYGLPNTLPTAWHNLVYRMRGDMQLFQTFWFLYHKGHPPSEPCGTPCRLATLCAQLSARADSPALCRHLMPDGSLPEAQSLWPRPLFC
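Fluorescence read-out (Ex 386 nm, Em 447 nm) after stopping the reaction at pH 10. Enzyme: ASM from human placenta; substrate HMU-PC0, 9 uM final; 60 min, 37 °C. Compound preincubation 10 min, ambient temperature.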
PKM2 activator: activators of human pyruvate kinase M2 | P14618 | purified PKM2, Kinase-Glo ATP luminescence, activation; response scale: 0% is enzyme alone, no compound | Potency, µM (highest dose often 57.5 µM), for the others: at the highest dose activation, usual class: activators | 260,000 tested, 0.34% active | AID 1631; further: potency means the concentration at half of the fitted maximal effect; on the % scale 0 is the no-effect control and ±100 the full control effect; nearly all actives have a fitted effect of over 55% in size
Target sequence (P14618 whole entry, looked up): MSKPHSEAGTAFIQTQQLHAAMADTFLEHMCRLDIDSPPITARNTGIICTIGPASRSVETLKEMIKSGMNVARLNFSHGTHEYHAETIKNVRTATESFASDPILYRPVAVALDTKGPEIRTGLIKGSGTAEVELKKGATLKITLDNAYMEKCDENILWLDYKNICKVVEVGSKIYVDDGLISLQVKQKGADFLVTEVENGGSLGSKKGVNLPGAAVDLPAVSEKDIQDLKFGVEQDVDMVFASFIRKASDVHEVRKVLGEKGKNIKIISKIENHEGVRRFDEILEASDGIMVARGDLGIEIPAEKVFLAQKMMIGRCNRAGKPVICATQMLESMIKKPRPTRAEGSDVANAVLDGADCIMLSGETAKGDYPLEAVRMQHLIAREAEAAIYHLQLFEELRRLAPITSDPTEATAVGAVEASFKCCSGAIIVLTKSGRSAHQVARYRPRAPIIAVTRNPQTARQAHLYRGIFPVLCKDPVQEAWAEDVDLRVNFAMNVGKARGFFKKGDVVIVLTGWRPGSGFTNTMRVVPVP
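ATP formation by purified human PK-M2, quantified via coupled luciferase luminescence after 1 h at room temperature with 0.1 mM ADP and 0.5 mM PEP final.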
Eya2 inh: inhibitors of human Eya2 phosphatase activity; Potency, µM (titrated, usually from 76.9 µM), inactives show at the highest dose activity, negative = inhibition, hits mostly inhibitors; recombinant Eya2, OMFP fluorescence dephosphorylation (OMFP is methylfluorescein phosphate); O00167; 330,000 tested, 0.006% active; AID 488837; further: potency means the concentration at half of the fitted maximal effect; on the % scale 0 is the no-effect control and ±100 the full control effect
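Eya2 protein (added as 0.2 uM solution) was preincubated with compound for 10 min at ambient temperature in 50 mM HEPES pH 7.5, 50 mM NaCl, 5 uM MgCl2, 0.05% BSA, 1 mM DTT. OMFP (added at 50 uM) then reacted 10 min; fluorescence read at 485/525 nm.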
USP2a inh: blocks human ubiquitin-specific protease USP2a. USP2 core, Ub-CHOP2 coupled fluorogenic reporter, 485/531. AID 463254. O75604. 330,000 tested, 0.01% active. Potency, µM (top dose mostly 38.3 µM), without a hit: at the top dose activity change, negative = inhibition, actives largely listed as inhibitors;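 further: potency means the concentration at half of the fitted maximal effect; plate controls were DMSO wells for no effect and full inhibition by NEM control for full effect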
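Cell-free coupled assay: 10nM USP2 core preincubated 30min RT with compound in Tris-HCl pH 8.0/CaCl2/CHAPS buffer, then 25nM Ub-CHOP2 and 25nM reporter substrate; fluorescence (Ex 485/Em 531) read after 60min RT, normalized to NEM inhibition, concentration-response curves fitted.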
TSHR antagonist: human thyrotropin receptor antagonism | P16473 | TSHR-expressing cells, TSH-stimulated cAMP HTRF, 2 h; stronger effect = lower value | activity change, negative = inhibition, % at 11.5 µM | 330,000 tested, 0.2% active | AID 504810;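 active means activity change below a set negative limit, meaning inhibition stronger than a set level, cut at about -70% in these data; inconclusive means activity change between two set negative limits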; further: on the % scale 0 is the no-effect control and ±100 the full control effect
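Read-out is FRET at 665 nm (cryptate excitation 337 nm) from a cryptate-tagged anti-cAMP antibody, competed by cell cAMP against cAMP-d2. Compounds are tested on freshly harvested TSHR cells challenged with 4nM TSH (EC80) for 2 hours at 37 deg C.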
Mito fusion yeast: inhibitors of mitochondrial division or activators of mitochondrial fusion; S. cerevisiae fusion-defective mutant growth rescue, CellTiterGlo 48 h; Potency, µM (doses to about 46.1 µM), inactives show at the top dose growth rescue (activation), usual class: activators; 320,000 tested, 0.23% active; AID 485298;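 further: potency means the concentration at half of the fitted maximal effect; % of control where 0% means no effect; nearly all actives have a fitted effect of over 45% in size; temperature-sensitive fusion mutants such as fzo1-1 at 37 °C on non-fermentable ethanol glycerol medium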
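S. cerevisiae fusion-defective temperature-sensitive mutants (e.g. fzo1-1, mgm1-5) grown 48 h at 37C in YPEG (ethanol/glycerol non-fermentable) medium with 23 nl compound per well; growth rescue read as CellTiterGlo luminescence.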
GALK inhibitor: inhibitors of human galactokinase; P51570; Purified GALK, Kinase-Glo residual ATP luminescence; Potency, µM (doses to about 57.5 µM), for inactives: at the highest dose activity change, negative = inhibition, usual class: inhibitors; 270,000 tested, 0.007% active; AID 1868; further: potency means the concentration at half of the fitted maximal effect; on the % scale 0 is the no-effect control and ±100 the full control effect
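ATP-depletion format; final 35 uM ATP, 100 uM D-galactose, 5 nM enzyme; pH 8.0 HEPES/Mg2+ buffer; 60 min RT; luminescence read 10 min after detection reagent.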
Menin MLL FP TR: menin-MLL binding inhibition, Texas Red mutant peptide | Menin + Texas Red MLL mutant peptide, fluorescence polarization | Potency, µM (series often up to 61.6 µM), inactives show top-dose FP activity change, negative = inhibition, usual class: inhibitors | 270,000 tested, 0.23% active | AID 1768 | O00255; active means well fitted inhibition curve with a large enough effect in the polarisation, with a control signal flat, not every such curve was filed as active; inconclusive means small, poorly fitted or top-dose-only effect, or effect the other way, or a change in a side signal; inactive means no such curve, though single readings can be large or run the other way; the % refers to the polarisation; further: potency means the concentration at half of the fitted maximal effect; % of control where 0% means no effect; many of its hits are not listed in these tables
BCR signal inh: chronic active BCR signaling inhibition; ABC-DLBCL IkBa-CBG/CBR reporter, luminescence ratio, 4 h; Potency, µM (top dose mostly 46.1 µM), for the others: at the top dose ratio change, negative = lower green/red ratio, actives largely listed as inhibitors; 340,000 tested, 0.05% active; AID 493014; active means well fitted inhibition curve with a large enough effect in the signal ratio, with a control signal flat, not every such curve was filed as active; inconclusive means small, poorly fitted or top-dose-only effect, or effect the other way, or a change in a side signal; the % refers to the signal ratio;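 further: potency means the concentration at half of the fitted maximal effect; plate controls were basal doxycycline-induced cells for no effect and cells given 10 µM MG132 for full effect; MG132 reads +100%, hits lower the ratio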
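Concentration-response series (up to 46 uM) were applied to TMD8 dual-reporter cells for 4 h at 37C with doxycycline. Green/red ratio, after filter-overlap correction, defined %Activity; red signal alone was normalised to basal cells and zero luminescence.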
MBNL1 CUG block: MBNL1-poly(CUG) RNA binding inhibition; Q9NR56; TR-FRET MBNL1-His/biotin-(CUG)12 binding, 665/545 ratio; Potency, µM (series often up to 57.5 µM), for inactives: at the highest dose activity change, negative = inhibition, usual class: inhibitors; 280,000 tested, 0.036% active; AID 2675; active means well fitted inhibition curve with a large enough effect in the signal ratio, with a control signal flat, not every such curve was filed as active; inconclusive means small, poorly fitted or top-dose-only effect, or effect the other way, or a change in a side signal; inactive means no such curve, though single readings can be large or run the other way; the % refers to the signal ratio; further: potency means the concentration at half of the fitted maximal effect; on the % scale 0 is the no-effect control and ±100 the full control effect
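Inhibition of protein-RNA binding appears as loss of TR-FRET between terbium anti-His antibody on MBNL1-His and streptavidin-XL665 on biotin-(CUG)12. Activity is normalized to buffer-only and uninhibited-complex controls.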
KCNH2 WT inh: inhibitors of human wildtype KCNH2 potassium channel; Q12809; U2OS, BacMam KCNH2, thallium flux FluxOr; stronger effect = lower value; activity change, % at 1.84 µM; 340,000 tested, 0.37% active;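 active means maximum activity change below -70%; inconclusive means maximum activity change between -70% and -50%; inactive means maximum activity change above -50%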; further: on the % scale 0 is the no-effect control and ±100 the full control effect
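U2OS cells were transduced with wild-type KCNH2 virus (2.03 x 10^8 / mL) for 4 h at room temperature, then cultured overnight at 37 C. Thallium flux was read with FluxOr dye. Rate constants were normalized to DMSO controls.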
* hit, by the source's call; u = inconclusive; x = no result given; [ ] = another dose, or the depositor's remark. Unless noted, the call rests on the fitted dose curve; in most records, active means well fitted curve in the direction sought with a large enough effect; inconclusive means small, poorly fitted or top-dose-only effect, or another doubt; inactive means no such curve, though single readings can be large; an effect the other way counts as inactive or inconclusive. Not all compounds are listed, so the mix of outcomes need not match the whole.

SMILES	ASM inhibitor	PKM2 activator	Eya2 inh	USP2a inh	TSHR antagonist	Mito fusion yeast	GALK inhibitor	Menin MLL FP TR	BCR signal inh	MBNL1 CUG block	KCNH2 WT inh
Cc1oc(-c2cc3c(cc2Cl)OCO3)nc1CN1CCCC(C(=O)N2CCOCC2)C1 (stereo not drawn)	4%	u	3%	1%	-11	5%	-1%	-1%	-2%	1%	-1
Cc1ccc(NC(=O)CN(C)CC(=O)N(CC(C)C)c2c(N)n(CC(C)C)c(=O)[nH]c2=O)c(C)c1	5%	x	5%	0%	12	-3%	x	x	1%	x	-7
COc1ccc(N(C)S(=O)(=O)c2cccc(C(=O)NCC(c3ccco3)N3CCCC3)c2)cc1 (stereo not drawn)	-2%	x	14%	-1%	0	-5%	x	x	0%	x	36
Cc1onc(-c2c(F)cccc2Cl)c1C(N)=S	-3%	0%	-21%	1%	2	2%	5%	14%	-3%	-6%	-1
CCOC(=O)C1(Cc2cccc(OC)c2)CCN(CCO)CC1	-3%	1%	9%	0%	-7	-5%	0%	-19%	-2%	-6%	-4
COc1ccc(-c2noc(CN(C)CCC3CCCCO3)n2)cc1 (stereo not drawn)	0%	6%	0%	0%	30	-5%	-1%	-2%	14%	-5%	0
Oc1ccc(/C=N/N2CCN(C3c4ccccc4-c4ccccc43)CC2)cc1	-1%	0%	-1%	-1%	13	-1%	-3%	x	2%	x	-16
CCN(CC)S(=O)(=O)c1cc(NC(=O)C(C)N2CCN(c3ccccn3)CC2)ccc1C (stereo not drawn)	4%	14%	-11%	0%	3	15%	6%	1%	u	4%	-1
O=C(c1c(Cl)cccc1Cl)N1CCN(c2ncccn2)CC1	-1%	x	-7%	1%	3	-2%	-1%	u	u	-7%	-11
CCOC(=O)C(=Cc1ccc(Br)cc1)C(=O)OCC	0%	25%	-16%	0%	22	-32%	1%	28µM*	u	4%	-10
CC(C)CCC[C@@H](C)[C@H]1CC[C@H]2[C@@H]3C(=O)C=C4C[C@@H](O)CC[C@]4(C)[C@H]3CC[C@]12C	-10%	x	-2%	4%	20	-5%	x	x	10%	x	-2
Cc1cc(C)cc(N2C(=O)CC(Cn3nc(C)cc3C)C2=O)c1 (stereo not drawn)	-1%	1%	9%	1%	-7	-1%	1%	x	-1%	-9%	6
CC(=C\c1ccccc1)/C=C1/SC(=S)N(CCCC(=O)O)C1=O	-4%	x	18%	0%	-14	8%	x	80%[activator]	u	13%	-8
CCOc1ccc(NC(=O)C(=S)NC2CCCCC2)cc1	11%	5%	-15%	5%	-5	14%	0%	-2%	2%	4%	1
Cn1c(=O)cc(Cl)[nH]c1=O	0%	3%	18%	2%	14	-1%	5%	-9%	1%	-4%	-4
COc1cc(CCC(=O)Nc2ccc(C)c(S(=O)(=O)N(C)C)c2)cc(OC)c1OC	3%	-4%	-7%	-7%	-17	-2%	1%	-6%	-13%	x	-24
C[C@@]12CC[C@H]3OC(=O)C=C3C1CC[C@@]13CC(CCC12)[C@](CO)(O[C@H]1O[C@H](CO)[C@@H](O)[C@H](O)[C@H]1O)C3 (stereo partly drawn)	0%	x	3%	0%	9	-6%	x	x	2%	x	-9
COc1ccc(CC(=O)Nc2ccc(S(=O)(=O)NC(C)C)cc2)cc1	0%	-1%	-5%	3%	4	-2%	-5%	x	-10%	2%	8
COc1cc(/C=C(\C#N)c2nn(CCO)c(N)c2C#N)cc(OC)c1OC	22%	7%	5%	3%	-4	-2%	-1%	4%	1%	9%	-5
COc1cccc(C(=O)OCC(=O)NCc2ccc3c(c2)OCO3)c1OC	1%	x	-13%	1%	-9	x	x	x	-17%	x	-10
COc1ccc(/C=N/n2c(=O)[nH]c3c([nH]c4ccc(C)cc43)c2=O)cc1CN1CCOCC1	60%[activator]	6%	-7%	2%	1	-2%	-3%	-1%	11%	u	15
COc1ccc(NC(=O)C2CCCN(S(=O)(=O)c3cnc[nH]3)C2)cc1 (stereo not drawn)	3%	-1%	-5%	0%	10	-5%	0%	u	-17%	-6%	-6
CN(CC(=O)Nc1ccccc1Cl)C(=O)c1ccccc1SCC(=O)N1CCCC1	-1%	x	38%	1%	-1	-6%	x	x	u	x	-7
COc1ccc(COC(=O)C2=C(C)NC(=O)NC2c2cccc(Br)c2)cc1 (stereo not drawn)	-3%	-12%	-17%	-12%	0	4%	-1%	-5%	-22%	7%	-10
COc1ccc(-c2cc(C(=O)Nc3ccc(C(N)=O)cc3)c3ccccc3n2)cc1OC	58%	x	4%	3%	5	-8%	10%	33%[activator]	-1%	7%	3

A draw from above in order of number of heavy atoms, rising:
SMILES	ASM inhibitor	PKM2 activator	Eya2 inh	USP2a inh	TSHR antagonist	Mito fusion yeast	GALK inhibitor	Menin MLL FP TR	BCR signal inh	MBNL1 CUG block	KCNH2 WT inh
Cn1c(=O)cc(Cl)[nH]c1=O	0%	3%	18%	2%	14	-1%	5%	-9%	1%	-4%	-4
O=C(c1c(Cl)cccc1Cl)N1CCN(c2ncccn2)CC1	-1%	x	-7%	1%	3	-2%	-1%	u	u	-7%	-11
COc1ccc(COC(=O)C2=C(C)NC(=O)NC2c2cccc(Br)c2)cc1 (stereo not drawn)	-3%	-12%	-17%	-12%	0	4%	-1%	-5%	-22%	7%	-10
CN(CC(=O)Nc1ccccc1Cl)C(=O)c1ccccc1SCC(=O)N1CCCC1	-1%	x	38%	1%	-1	-6%	x	x	u	x	-7
CCN(CC)S(=O)(=O)c1cc(NC(=O)C(C)N2CCN(c3ccccn3)CC2)ccc1C (stereo not drawn)	4%	14%	-11%	0%	3	15%	6%	1%	u	4%	-1
COc1ccc(N(C)S(=O)(=O)c2cccc(C(=O)NCC(c3ccco3)N3CCCC3)c2)cc1 (stereo not drawn)	-2%	x	14%	-1%	0	-5%	x	x	0%	x	36
C[C@@]12CC[C@H]3OC(=O)C=C3C1CC[C@@]13CC(CCC12)[C@](CO)(O[C@H]1O[C@H](CO)[C@@H](O)[C@H](O)[C@H]1O)C3 (stereo partly drawn)	0%	x	3%	0%	9	-6%	x	x	2%	x	-9

The listing continues.
SMILES	ASM inhibitor	PKM2 activator	Eya2 inh	USP2a inh	TSHR antagonist	Mito fusion yeast	GALK inhibitor	Menin MLL FP TR	BCR signal inh	MBNL1 CUG block	KCNH2 WT inh
CCn1cc(C2=NOC(C(=O)Nc3cc(C)nn3-c3ccccc3)C2)c(C)n1 (stereo not drawn)	0%	6%	8%	0%	5	2%	-6%	15%	15%	10%	13
O=C(O)c1cc(N/N=C/C(Cl)=C/c2ccccc2)ccc1Cl	8%	4%	0%	0%	-10	-5%	-1%	u	u	6%	-6
CC(Sc1nnc(-c2ccccc2)c(-c2ccccc2)n1)C(=O)Nc1ncc(Cl)cc1Cl (stereo not drawn)	10%	6%	-13%	-5%	-10	22%	2%	-12%	12%	10%	11
O=C(CSc1ccc(F)cc1)N1CCN(S(=O)(=O)c2ccccc2)CC1	-1%	3.2µM*	-4%	2%	4	15%	8%	-2%	3%	-18%	-14
CC/C(=N\NC(=O)c1ccc2c(c1)OCO2)c1ccccc1	2%	2%	-2%	6%	7	-2%	-2%	-25%	u	-2%	-3
CS(=O)(=O)c1ccc(Cl)c(NC(=O)COC(=O)CNC(=O)c2ccccc2)c1	-2%	2%	-1%	3%	7	0%	5%	0%	u	-3%	0
CCCCNC(=O)c1cccc2c(=O)c(C)c(-c3ccccc3)oc12	-1%	-3%	-7%	0%	-14	8%	1%	-2%	-4%	4%	-2

Screening data deposited in PubChem BioAssay by National Center for Advancing Translational Sciences (NCATS).
